Lipid storage S3: qHTS Assay for Lipid Storage Modulators in Drosophila S3 Cells | Drosophila S3 cells, BODIPY lipid droplet fluorescence, 18-24 h; cells fed with added oleic acid | Potency in µM for hits, for the others lipid storage change, negative = inhibition, % at the top dose, mostly 46.1 µM | 0.64% of 320,000 active; active = well fitted inhibition curve with a large enough effect in the signal ratio, with a control signal flat, not every such curve was filed as active; inconclusive = small, poorly fitted or top-dose-only effect, or effect the other way, or a change in a side signal; the % refers to the signal ratio
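Laser-scanning cytometry quantifies lipid droplet accumulation (500–530 nm total intensity; droplet/cell object ratio) in oleic acid-fed (400 uM added) Drosophila S3 cells treated with a concentration series. 20 uM Triacsin C defined 100% inhibition.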
Lipid storage S3 cell count max: recorded beside Lipid storage S3, whose call it bears; cell number change, %; measured here: cell count max response;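 cells counted by Cell Tracker Red CMTPX staining in the red channel; peak over a dose series mostly up to 46.1 µM; percent activity relative to internal control wells on each plate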
* = called active by the depositor; i = inactive; ? = inconclusive; . = no result given; [ ] = dose if it differs, or a comment. % is scaled to controls: 0 for no effect and ±100 for the full control effect; potency is read from the fitted curve at half-maximal effect. This is a subset (hit frequency here may not be typical).

Values in the order: Lipid storage S3	Lipid storage S3 cell count max
COc1ccc(Cc2nc3ccc(C(=O)NCCn4ccnc4C)cc3o2)cc1OC
→ ?	.
O=C1C2CC=CCC2C(=O)N1c1ccc(NCCc2ccccc2F)c([N+](=O)[O-])c1 (stereo not drawn)
→ ?	.
Cc1cccc2cc(CN(CC3CCCO3)S(=O)(=O)c3ccccc3)c3nnnn3c12 (stereo not drawn)
→ i	3.3
C=CCn1c(SCCNC(C)=O)nc2cc(-c3ccccc3)sc2c1=O
→ ?	.
C=CCn1c2ccccc2c(=O)c2cc(C#Cc3ccsc3)ccc21
→ 20.3%	4.2
CC1(C)CC(=O)C(N=Nc2ccc(F)cc2)=C(O)C1
→ 2.9%	0.1
COc1cccc(CNC(=O)c2ccc(Cl)c(NC3=NC4CS(=O)(=O)CC4S3)c2)c1 (stereo not drawn)
→ ?	.
COc1ccccc1NC(=O)c1ccccc1-c1ccccc1C(=O)O
→ ?	.
O=C(Nc1cc([N+](=O)[O-])ccc1N1CCOCC1)c1cccs1
→ i	-3.2
COc1ccc(NC(=O)CS(=O)c2ccc(Cl)c(Cl)c2)cc1 (stereo not drawn)
→ -6.6%	17.6
CCOC(=O)Cn1c(CN2CCOCC2)nc2c1c(=O)[nH]c(=O)n2C
→ 0.3%	2.1
O=C(COC(=O)CNS(=O)(=O)c1ccc(Cl)cc1)NC1CCCCC1
→ ?	.
COc1ccc(C2C=C(c3ccc(C)cc3)Nc3ncnn32)cc1 (stereo not drawn)
→ i	.
COc1ccccc1CNC(=O)C1CCC(CNS(=O)(=O)c2cccc3cccnc23)CC1 (stereo not drawn)
→ i	11.6
O=C(N=Nc1c(O)[nH]c2ccccc12)c1cccc(S(=O)(=O)Nc2ccccc2Cl)c1
→ -12.0%	3.4
COc1ccc(CCNC2CC(=O)N(CCc3ccccc3)C2=O)cc1 (stereo not drawn)
→ i	26.3
COc1cc(C)c(C)cc1S(=O)(=O)NC1CC(C)(C)NC(C)(C)C1
→ ?	.
COc1ccc(CC(=O)OCC(=O)Nc2cccc(Br)c2)cc1
→ ?	.
Cc1nc2ccc(S(=O)(=O)NCC(=O)O)cc2s1
→ ?	.
Cc1nc(C)c2c(c1C(F)(F)F)-c1ccccc1C2(F)F
→ ?	.
O=C(NCCc1ccncc1)c1ccccc1F
→ 2.3%	6.9
O=C(N/N=C/c1ccc(-c2cccc(C(F)(F)F)c2)o1)c1cccc(F)c1
→ i	.
O=C(NCc1ccc(F)cc1)c1ccc(N2CCOCC2)c([N+](=O)[O-])c1
→ 8.8%	11.8
CCOC(=O)C1(Cc2cccc(OC)c2)CCCN(C(=O)c2ccc(OC)o2)C1 (stereo not drawn)
→ 24.1%	-0.9
O=C(CSCC(=O)NC1CC1)Nc1ccccc1
→ 1.1%	10.1
Cc1ccc(SCc2ccc(C(=O)NCc3ccncc3)cc2)cc1
→ 0.3%	-13.2
O=C(NCCCN1CCc2ccccc2C1)C1CCN(S(=O)(=O)N2CCCC2)CC1
→ ?	.
Cn1c(=O)oc2cc(S(=O)(=O)Nc3ccc(O)cc3)ccc21
→ i	8.1
COC(=O)c1ccc(C(c2c(N)n(CC(C)C)c(=O)[nH]c2=O)N2CCN(c3ccccc3)CC2)cc1 (stereo not drawn)
→ ?	.
CCn1c(=O)cc(SCC(=O)N(C)Cc2ccccc2)c2ccccc21
→ ?	.

Copied from the list:
O=C(NCCc1ccncc1)c1ccccc1F @ Lipid storage S3 cell count max: 6.9
Cn1c(=O)oc2cc(S(=O)(=O)Nc3ccc(O)cc3)ccc21 @ Lipid storage S3 cell count max: 8.1
Cc1ccc(SCc2ccc(C(=O)NCc3ccncc3)cc2)cc1 @ Lipid storage S3 cell count max: -13.2

Other structures.
Values in the order: Lipid storage S3	Lipid storage S3 cell count max
CC(=O)NC(Cc1ccc(C)cc1)C(=O)NC1CCN(c2ncccc2[N+](=O)[O-])CC1 (stereo not drawn)
→ ?	.
CN(CC(=O)Nc1ccc(Cl)c(C(F)(F)F)c1)C(=O)CCN1C(=O)C2CC=CCC2C1=O (stereo not drawn)
→ ?	.
O=C(NCCc1c[nH]c2ccccc12)C(=O)NCC1OCCN1S(=O)(=O)c1ccc(Cl)cc1 (stereo not drawn)
→ ?	.
CC(C)(C)SCCNC(=O)c1ccc(Cl)c([N+](=O)[O-])c1
→ ?	.
Cc1ccccc1C(=O)N1CCC(C(=O)N2CCN(S(=O)(=O)c3ccccc3F)CC2)CC1
→ -1.1%	.
CC(C)(C)NC(=O)NC(=O)COC(=O)C1c2ccccc2Oc2ccccc21
→ i	16.7
CCOC(=O)CN1CC23C=CC(O2)C(C(=O)Nc2ccc(F)cc2)C3C1=O (stereo not drawn)
→ ?	.
C=C(C)COc1ccc(C2NC(=O)c3ccccc3O2)cc1OCC (stereo not drawn)
→ -11.3%	-1.4
NC(=O)CSc1nnnn1-c1ccccc1Cl
→ -13.5%	1.9
COc1ccccc1CNC(=O)c1cc2c(s1)CS(=O)(=O)C2
→ ?	.
Cc1cc(C)c2c(-n3cccc3)c(NC(=O)OCc3ccccc3)sc2n1
→ -24.6%	.
CCN(CCCNC(=O)CCNC(=O)Cn1cnc2ccccc2c1=O)c1ccccc1
→ -4.0%	-9.3
COCCOC(=O)c1c(C)oc2ccc(NS(=O)(=O)c3ccc(F)cc3)cc12
→ ?	.
Nc1nonc1-n1nnc(C(=O)N/N=C/c2ccccn2)c1-c1ccccc1
→ i	-26.5
NC(=O)CC(NC(=O)Cc1cccc2ccccc12)c1ccc(NCCc2cccc(F)c2)c([N+](=O)[O-])c1 (stereo not drawn)
→ -1.9%	27.9
O=C(NC1CCCC1)c1cccc(S(=O)(=O)Nc2ccccc2F)c1
→ ?	.
Cc1ccc(NC(=O)c2ccc(NS(=O)(=O)/C=C/c3ccccc3)cc2)nc1
→ ?	.
O=C(CSc1nnc(-c2ccco2)c(-c2ccco2)n1)c1ccccc1
→ ?	.
CC(=O)c1sc(N/N=C2\CC3CCC2(C)C3(C)C)nc1C (stereo not drawn)
→ -6.9%	19.3
CN(c1ccccc1)c1nc(N)c([N+](=O)[O-])c(Nc2ccccc2F)n1
→ 17.9%	-1.1
Cc1ccc(C(=O)NCCSc2snnc2C)cc1
→ ?	.
O=C(Nc1ccccc1C(F)(F)F)c1cc2ncc(CCCl)cn2n1
→ ?	.
O=C(N/N=C/c1cccnc1)c1ccccc1NS(=O)(=O)c1cccs1
→ ?	.
CCOC(=O)Nc1ccc2c(c1)N(C(=O)OC)c1ccccc1CC2
→ -3.5%	15.2
CCOC(=O)c1c(NC(=O)CCN2CCOCC2)sc2c1CC(C)(C)OC2
→ ?	.
COc1ccc([C@@H]2CC=C(C(=O)O)[C@H](c3ccc(F)cc3)N2S(=O)(=O)c2ccccc2C)cc1
→ ?	.
COc1ccc(Nc2cc(Cl)nc(N)n2)cc1
→ 0.5%	1.2
COC(=O)CN1CC(=O)N(c2ccccc2)C1=S
→ -3.0%	-2.9
CC(C)Oc1ccc(OCCn2c(=S)[nH]c3c(N)ncnc32)cc1
→ 8.1%	0.5
COC(=O)c1cc(S(=O)(=O)NCc2cccc(Br)c2)c[nH]1
→ ?	.
CC(Sc1nccn1C)C(=O)Nc1ccc(Cl)cn1 (stereo not drawn)
→ ?	.
O=C(O)Cn1c(SCCOc2ccc(Cl)cc2)nc2ccccc21
→ ?	.
CCOC(=O)C1=C(C)N=C2SCCC(=O)N2C1c1ccc(C(=O)OC)cc1 (stereo not drawn)
→ ?	.
CC1(C)CC(=O)C2=C(C1)Oc1ncn(CCCO)c(=N)c1C2c1ccccc1 (stereo not drawn)
→ 16.8%	-9.8
CC(=O)N1CCc2cc(S(=O)(=O)NC3CCCCC3)ccc21
→ i	-3.8
CC(=O)Nc1ccc(-n2cnnn2)cc1
→ 0.5%	-0.5
CCn1c(=O)c(C(=O)NCCc2ccc(Cl)cc2)c(O)c2ccccc21
→ i	-14.2
C=CCn1c(CNC(=O)c2ccco2)nnc1SCC(=O)c1ccc(OC)cc1
→ 17.8%	6.9
CCCN1CC=C2C(C#N)=C(N)C(C#N)(C#N)C(c3cc(OC)ccc3OC)C2C1 (stereo not drawn)
→ ?	.
C=CCc1c(C)nc(C)nc1N/N=C/c1ccc([N+](=O)[O-])cc1
→ ?	.
CCC(C(=O)NNC(=O)c1cnccn1)c1ccccc1 (stereo not drawn)
→ ?	.
CC(C)N(Cc1nc(-c2ccccc2)no1)S(=O)(=O)c1ccccc1
→ ?	.
Nc1sc2c(c1C(=O)NC1CCS(=O)(=O)C1)CCCC2 (stereo not drawn)
→ ?	.
CCOc1ccc(N2C(=O)Nc3ccc(Br)cc3C2(O)C(=O)NCCN(C)C)cc1 (stereo not drawn)
→ ?	.
CCC(C)N(C(=O)Cn1nnc2ccccc21)C(C(=O)NCc1ccco1)c1cccc(OC)c1 (stereo not drawn)
→ 25.1%	4.3
CN(CC(=O)Nc1ncn[nH]1)S(=O)(=O)c1cc(Cl)ccc1Cl
→ 19.3%	24.6
Cn1cc(C(c2ccccn2)c2cn(C)c3ccccc23)c2ccccc21
→ ?	.
C/C=C(\C)CN1CCN(c2cccc(C)c2C)CC1
→ -7.6%	.
CCNc1nc(NCC)nc(C(=O)Nc2ccccc2)n1
→ 12.7%	-12.4
CCOc1ccc(NC(=O)Nc2c(C)n(C)n(-c3ccccc3)c2=O)cc1
→ -3.2%	-0.9
O=C(NNC(=S)NC(=O)c1ccccc1)c1cccnc1
→ -9.2%	5.4
Cc1cc(=O)[nH]c(SCC(=O)NC(c2ccccc2)c2ccccc2)n1
→ ?	.
OCCC#Cc1ccc(CN2CCN(CCc3ccccc3)C(CCO)C2)cc1 (stereo not drawn)
→ ?	.
C=CC[n+]1c(-c2ccc(C)cc2)csc1Nc1ccc(NC(C)=O)cc1
→ ?	.
COc1ccc(-n2nc(C(=O)NCCCN3CCCC3=O)c3c4ccccc4n(C)c3c2=O)cc1Cl
→ i	25.9
Cc1noc(C)c1CSc1nnnn1-c1ccc(Cl)cc1
→ 2.8%	-16.3
CCn1cc(C(=O)Nn2cnnc2)c(=O)c2ccc(C)nc21
→ ?	.
COc1cccc(C(=O)COc2ccc3c(C)c(Cc4ccccc4)c(=O)oc3c2)c1
→ ?	.
CCn1c(SCC(=O)N2CCCCC2)nc2c(c1=O)SC(C)C2 (stereo not drawn)
→ ?	.
CNC(=O)c1[nH]cnc1C(=O)Nc1ccc(Cl)cc1
→ 3.1%	4.8

Among those listed so far, four contain a COOH group.
Values in the order: Lipid storage S3	Lipid storage S3 cell count max
COc1ccccc1NC(=O)c1ccccc1-c1ccccc1C(=O)O
→ ?	.
Cc1nc2ccc(S(=O)(=O)NCC(=O)O)cc2s1
→ ?	.
COc1ccc([C@@H]2CC=C(C(=O)O)[C@H](c3ccc(F)cc3)N2S(=O)(=O)c2ccccc2C)cc1
→ ?	.
O=C(O)Cn1c(SCCOc2ccc(Cl)cc2)nc2ccccc21
→ ?	.

Next results:
Values in the order: Lipid storage S3	Lipid storage S3 cell count max
CCC(=O)Oc1ccc(C(=O)Nc2ccc([N+](=O)[O-])cc2)cc1
→ ?	.
CC(C)c1ccc(S(=O)(=O)NC2CCS(=O)(=O)C2)cc1 (stereo not drawn)
→ -22.1%[0.0737 µM]	.
O=C(CN1CCOCC1)Nc1cc(Cl)ccc1Cl
→ ?	.
CC1CC(Nc2ccccc2)c2ccccc2N1C(=O)c1ccco1 (stereo not drawn)
→ ?	.
COC(=O)c1ccc(C(=O)N2CCCC(Nc3ccc(C(C)C)cc3)C2)cc1 (stereo not drawn)
→ 12.8%	-15.0
C=CCn1c(SCC(C)=O)nc2scc(-c3ccc(C)o3)c2c1=O
→ ?	.
CCCCN(C(=O)c1ccc(Cl)c([N+](=O)[O-])c1)c1c(N)n(CCC)c(=O)[nH]c1=O
→ ?	.
OC(c1ccccn1)c1c[nH]c2ccccc12 (stereo not drawn)
→ 9.4%	-9.6
N#Cc1ccccc1OCCn1cncn1
→ ?	.
O=C(c1ccc(S(=O)(=O)NCc2ccco2)cc1)N1CCN(Cc2ccccc2)CC1
→ ?	.
COCCN1C(=O)c2ccc(C(=O)Nc3nccs3)cc2C1=O
→ 9.6%	1.9
Cc1cc(C)c(C)c(S(=O)(=O)N2CCN(C(=O)c3ccc4c(=O)n5c(nc4c3)CCC5)CC2)c1C
→ ?	.
O=S(=O)(NCCOC12CC3CC(CC(C3)C1)C2)c1cccc2nsnc12
→ i	-16.2
CN1CCN(c2ccc(C(=O)c3ccc(F)cc3)cc2)CC1
→ -1.9%	6.3
CCCCN(CCCC)CCNC(=O)CN1C(=O)CSc2ccc(S(=O)(=O)N3CCCCC3)cc21
→ i	-0.2
CCCn1c(SCC(=O)Nc2c(C)cccc2C)nnc1C(C)C
→ ?	.
C/C(Cn1nc([N+](=O)[O-])cc1C)=N\NC(=O)COc1ccc(Cl)cc1Cl
→ 6.6%	-14.1
CC1Cc2ccccc2N1S(=O)(=O)c1cccc(C(=O)NNC(=O)c2ccccc2F)c1 (stereo not drawn)
→ ?	.
Nc1oc2ccccc2c(=O)c1C=O
→ -0.7%	-0.6
Cc1ccc2oc(C(=O)NCCC3CCCCO3)c(C)c2c1 (stereo not drawn)
→ ?	.

Source: PubChem BioAssay (National Center for Advancing Translational Sciences (NCATS))
